# EZH2 inh: inhibitors of human EZH2/PRC2 methyltransferase; Q15910; PRC2 H3K27 methylation, DELFIA TRF, 1 h; inhibition, % at 12.5 µM; 57,000 compounds, 0.35% hits;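 active = mean inhibition of replicates at least 50% and every single replicate also reaching 50%; inconclusive = mean inhibition at least 50% but some replicate falls below 50%; inactive = mean inhibition under 50%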;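 also: dimethyl H3K27 on biotinylated H3 21-44 peptide detected by antibody; plate controls were median neutral control wells for no effect and median positive control wells for full effect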
# IDH1 mut inh: inhibitors of human IDH1 R132H. inhibition, % at 10 µM. 70,000 compounds, 0.18% hits. O75874. IDH1 R132H reductase, diaphorase/resazurin fluorescence, 60 min; in the data active = inhibition above about 34%; inconclusive = no clear call, values can overlap the other calls; inactive = below about 11%;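 also: 0% = DMSO and 100% = no enzyme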
# Target sequence (O75874 whole entry R132H): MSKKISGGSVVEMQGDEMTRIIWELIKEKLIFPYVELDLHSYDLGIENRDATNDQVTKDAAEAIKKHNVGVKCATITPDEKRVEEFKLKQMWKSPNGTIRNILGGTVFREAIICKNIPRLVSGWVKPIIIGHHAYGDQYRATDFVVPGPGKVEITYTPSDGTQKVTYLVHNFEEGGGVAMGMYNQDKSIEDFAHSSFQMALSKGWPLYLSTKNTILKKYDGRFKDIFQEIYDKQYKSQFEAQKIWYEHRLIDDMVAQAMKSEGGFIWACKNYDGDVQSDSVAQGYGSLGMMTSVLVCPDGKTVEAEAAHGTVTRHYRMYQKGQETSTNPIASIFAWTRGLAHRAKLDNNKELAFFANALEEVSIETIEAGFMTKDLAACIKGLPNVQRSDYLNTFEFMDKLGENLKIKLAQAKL
# An asterisk follows results filed as active; ? = inconclusive; · = no result given; & = joins results of further samples. The list is partial (hit frequency here may not be typical).
SMILES,EZH2 inh,IDH1 mut inh
CNC[C@H]1Oc2ccc(NS(=O)(=O)c3ccc(OC)cc3)cc2C(=O)N([C@H](C)CO)C[C@H]1C,4,-3.1
CCCN(C)C[C@@H]1OCCCC[C@@H](C)Oc2ccc(NC(=O)NC(C)C)cc2C(=O)N([C@H](C)CO)C[C@@H]1C,-12,2.1
CC(C)NC(=O)N(C)C[C@@H]1Oc2ncc(C#CCc3ccccc3)cc2C(=O)N([C@H](C)CO)C[C@H]1C,-2,0.0
C[C@@H]1CN([C@H](C)CO)C(=O)c2cccc(NC(=O)C3CCOCC3)c2O[C@H]1CN(C)Cc1ccc(Oc2ccccc2)cc1,5,1.0
C[C@H](CO)N1C[C@H](C)[C@H](CN(C)Cc2ccccc2)Oc2cc(C#CC(C)(C)O)ccc2S1(=O)=O,4,-4.5
CO[C@H]1CN(C)C(=O)c2ccc(NS(=O)(=O)c3ccccc3C)cc2OC[C@@H](C)NC[C@@H]1C,7,0.0
CC(=O)N[C@@H]1CC[C@H](CCNC(=O)Nc2ccc(C(F)(F)F)cc2)O[C@H]1CO,0,0.1
C[C@H](CO)N1C[C@H](C)[C@H](CN(C)C(=O)Nc2cccc3ccccc23)Oc2ccc(NC(=O)Cn3cnnn3)cc2CC1=O,·,-4.6
Cc1ccc(-n2c(SCC(=O)Nc3ccc(F)c(F)c3)nnc2-c2ccccn2)cc1,9,0.3
C[C@H]1CCCCO[C@@H](CN(C)Cc2ccc(C(F)(F)F)cc2)[C@@H](C)CN([C@@H](C)CO)C(=O)c2cc(NS(=O)(=O)c3cn(C)cn3)ccc2O1,·,-3.4
O=C(NCCN1CCOCC1)[C@@]1(CCS(=O)(=O)c2ccccc2)N=C(c2ccc(OCCCO)cc2)O[C@H]1c1ccccc1,-2,0.2
CO[C@H](CN(C)C(=O)C1CCOCC1)[C@H](C)CN([C@@H](C)CO)S(=O)(=O)c1ccccc1,-8,0.3
CO[C@@H]1CN(C)C(=O)c2cc(NS(C)(=O)=O)ccc2OC[C@@H](C)N(C(=O)C2CCOCC2)C[C@@H]1C,2,-0.3
O=C(Cc1ccccn1)N[C@@H]1CC[C@H](CCn2cc(-c3ccccc3)nn2)O[C@H]1CO,8,0.1
C[C@H](CO)N1C[C@H](C)[C@@H](CN(C)C(=O)Nc2ccc3c(c2)OCO3)Oc2ncc(-c3cccnc3)cc2C1=O,-7,-2.0
COc1c(Cl)cc(Cl)cc1CNCCNCC(C)O (stereo not drawn),-6,0.2
Cc1nc(-c2ccccc2)sc1C(=O)C1C(=O)C(=O)N(CCN2CCOCC2)C1c1cccs1 (stereo not drawn),7,0.2
C=CCSCC1Nc2cc(Cl)c(S(N)(=O)=O)cc2S(=O)(=O)N1 (stereo not drawn),·,0.7
CCS(=O)(=O)N[C@H]1C=C[C@@H](CC(=O)N2CCCCC2)O[C@H]1CO,3,-0.3
COc1ccc(Cl)cc1NC(=O)C(C)n1nc(C)c([N+](=O)[O-])c1C (stereo not drawn),2,0.3
O=S(=O)(Cc1noc(-c2ccc(OC(F)(F)F)cc2)n1)Cc1ccco1,7,0.8
CO[C@@H]1CN(C)C(=O)c2ccc(NC(=O)Nc3c(C)noc3C)cc2OC[C@H](C)NC[C@H]1C,6,-0.3
CCCN1C[C@H](C)[C@@H](OC)CN(C)C(=O)c2ccc(NC(=O)C3CCOCC3)cc2OC[C@H]1C,7,-0.1
COc1ccc(S(=O)(=O)Nc2ccc3c(c2)[C@H]2C[C@@H](CC(=O)NCC4CC4)O[C@@H](CO)[C@H]2O3)cc1,8,-0.4
C[C@@H]1CN([C@@H](C)CO)C(=O)Cc2cc(NC(=O)CCCCCC(=O)Nc3ccccc3N)ccc2O[C@@H]1CN(C)Cc1ccc(C(F)(F)F)cc1,-36,·
COCC(=O)Nc1ccc2c(c1)C(=O)N(C)C[C@@H](OC)[C@@H](C)CN(C(=O)c1ccncc1)[C@H](C)CO2,3,-0.1
CNC[C@H]1OCCCC[C@H](C)Oc2ccc(NS(=O)(=O)c3ccc(Cl)cc3)cc2C(=O)N([C@H](C)CO)C[C@@H]1C,-6,·
C[C@@H]1CN([C@@H](C)CO)C(=O)Cc2cc(NC(=O)CCC(F)(F)F)ccc2O[C@@H]1CN(C)C(=O)Nc1ccc2c(c1)OCO2,-1,·
C[C@H]1CN([C@@H](C)CO)S(=O)(=O)c2ccc(-c3ccccc3)cc2O[C@H]1CN(C)Cc1cccc(F)c1,35,·
O=C(C1=C[C@H](c2ccc(Br)cc2)C[C@H](OCc2ccc(CO)cc2)O1)N1CCCC1,7,·
O=C(CCCCCC(=O)N/N=C/c1ccoc1)NO,2,-0.2
COCC(=O)Nc1ccc2c(c1)C(=O)N(C)C[C@H](OC)[C@H](C)CN(C(=O)NC(C)C)[C@@H](C)CO2,4,-0.3
C[C@@H]1CCCCO[C@H](CN(C)Cc2ccc(C(F)(F)F)cc2)[C@H](C)CN([C@@H](C)CO)C(=O)c2cc(NC(=O)Nc3ccc4c(c3)OCO4)ccc2O1,·,-1.9
C[C@@H]1CN([C@@H](C)CO)S(=O)(=O)c2ccc(-c3ccccc3)cc2O[C@H]1CN(C)S(C)(=O)=O,0,-1.1
COc1ccc(C(=O)On2c(-c3ccccc3)cc3ccccc32)cc1,-142,-0.5
C[C@@H]1CN([C@@H](C)CO)C(=O)c2cc(C#CCC3CCCC3)cnc2O[C@H]1CN(C)C(=O)CN(C)C,-23,1.2
COc1ccc([N+](=O)[O-])cc1N(CC(=O)Nc1cccc(C)c1)S(C)(=O)=O,5,0.8
C/C=C/c1cnc2c(c1)C(=O)N([C@@H](C)CO)C[C@@H](C)[C@@H](CN(C)C(=O)C1CCCCC1)O2,·,6.8
COc1ccc(S(=O)(=O)N(C)CC(=O)Nc2ccc(C(N)=O)cc2)cc1Cl,-18,0.4
C[C@@H]1CCCCO[C@H](CN(C)Cc2ccc(C(F)(F)F)cc2)[C@@H](C)CN([C@@H](C)CO)C(=O)c2cc(N(C)C)ccc2O1,·,0.0

# Gathered by group: the entries above with two or more sulfur atoms.
SMILES,EZH2 inh,IDH1 mut inh
Cc1nc(-c2ccccc2)sc1C(=O)C1C(=O)C(=O)N(CCN2CCOCC2)C1c1cccs1 (stereo not drawn),7,0.2
C=CCSCC1Nc2cc(Cl)c(S(N)(=O)=O)cc2S(=O)(=O)N1 (stereo not drawn),·,0.7
C[C@@H]1CN([C@@H](C)CO)S(=O)(=O)c2ccc(-c3ccccc3)cc2O[C@H]1CN(C)S(C)(=O)=O,0,-1.1

# Additional records.
SMILES,EZH2 inh,IDH1 mut inh
COc1ccccc1C(=O)Nc1ccc2c(c1)C(=O)N(C)C[C@@H](OC)[C@@H](C)CN(C(C)=O)[C@@H](C)CO2,3,-0.5
COCC(=O)Nc1ccc2c(c1)OC[C@H](C)N(Cc1ccccn1)C[C@H](C)[C@H](OC)CN(C)C2=O,-3,-0.2
Cc1noc(C)c1S(=O)(=O)N(C)C[C@H]1OCCCC[C@@H](C)Oc2ccc(NC(=O)Nc3ccc(C(F)(F)F)cc3)cc2C(=O)N([C@H](C)CO)C[C@@H]1C,·,-0.6
Cc1ccc(Nc2nc(N)nc(CSCCO)n2)cc1,2,0.4
C#CCNC(=O)C1=C[C@@H](c2ccc(C(F)(F)F)cc2)C[C@@H](OCc2ccc(CO)cc2)O1,-2,·
C[C@@H]1CN([C@@H](C)CO)C(=O)Cc2cc(NS(=O)(=O)c3ccc(Cl)cc3)ccc2O[C@@H]1CN(C)Cc1ccccc1,2,-0.3
C[C@@H]1CN([C@H](C)CO)C(=O)Cc2cc(NS(=O)(=O)c3cccs3)ccc2O[C@H]1CN(C)Cc1ccncc1,·,0.0
C[C@@H]1CN([C@@H](C)CO)C(=O)Cc2cc(NC(=O)Cn3cnnn3)ccc2O[C@H]1CN(C)Cc1ccc(C(=O)O)cc1,·,4.0
CCCNC(=O)N(C)C[C@@H]1Oc2cc(C#Cc3cccc(F)c3)ccc2S(=O)(=O)N([C@@H](C)CO)C[C@H]1C,-1,7.5
C[C@H]1CN([C@@H](C)CO)C(=O)Cc2cc(NC(=O)NC3CCCCC3)ccc2O[C@H]1CN(C)CC1CC1,·,-0.2
COc1ccc(NC(=O)Nc2ccc3c(c2)CC(=O)N([C@@H](C)CO)C[C@H](C)[C@H](CN(C)S(=O)(=O)c2ccc(Cl)cc2)O3)cc1,·,0.2
COc1ccccc1-c1cnc2c(c1)C(=O)N([C@@H](C)CO)C[C@H](C)[C@@H](CN(C)C(=O)c1cccnc1)O2,0,?
O=C(C[C@H]1C[C@@H]2c3cc(NC(=O)CC4CC4)ccc3O[C@@H]2[C@@H](CO)O1)NCc1cccnc1,17,0.0
C[C@@H]1CCCCO[C@@H](CN(C)C(=O)CCC(F)(F)F)[C@@H](C)CN([C@H](C)CO)C(=O)c2cc(N(C)C)ccc2O1,13,-3.0
COc1cc(O)c(CC=C(C)C)c(O)c1C(=O)CCc1ccc(O)cc1,24,0.3
C[C@@H]1CN([C@@H](C)CO)C(=O)c2cc(NC(=O)c3ccncc3)ccc2O[C@@H](C)CCCCO[C@@H]1CN(C)S(=O)(=O)c1ccccc1,·,-1.5
COc1ccc(CN(C)C[C@@H]2Oc3c(NS(=O)(=O)c4ccccc4)cccc3C(=O)N([C@@H](C)CO)C[C@@H]2C)cc1,·,0.9
CO[C@H]1CN(C)C(=O)c2cc(NC(=O)C3CCC3)ccc2OC[C@H](C)N(Cc2cccnc2)C[C@H]1C,-4,0.0
CO[C@H]1CN(C)C(=O)c2ccc(NC(=O)C3CCOCC3)cc2OC[C@@H](C)N(C(C)=O)C[C@H]1C,2,0.4
O=C(C[C@@H]1C[C@@H]2c3cc(NS(=O)(=O)c4ccc(F)cc4)ccc3O[C@@H]2[C@H](CO)O1)NC1CCCC1,0,-0.1
COc1ccccc1C(=O)CSc1nnc(-c2ccccc2Cl)n1-c1ccccc1,17,-0.4
C[C@@H]1CN([C@@H](C)CO)C(=O)c2cc(C#CC3CC3)cnc2O[C@H]1CN(C)C(=O)CC1CC1,3,0.0
C[C@H](CO)N1C[C@H](C)[C@H](CN(C)C(=O)c2ccncc2)Oc2cc(C3=CCCC3)ccc2S1(=O)=O,8,10
CN(C)CC(=O)Nc1ccc2c(c1)[C@@H]1C[C@H](CC(=O)NCC3CC3)O[C@@H](CO)[C@@H]1O2,11,0.7
C[C@H](CO)N1C[C@H](C)[C@H](CN(C)C(=O)C2CCCCC2)OCCCC[C@H](C)Oc2ccc(N(C)C)cc2C1=O,-5,-7.6
C[C@@H]1CN([C@H](C)CO)C(=O)Cc2cc(NC(=O)Nc3ccc(C(F)(F)F)cc3)ccc2O[C@H]1CN(C)S(=O)(=O)c1ccc(F)cc1,·,0.6
C[C@@H]1CN([C@@H](C)CO)C(=O)c2cc(NC(=O)CCCN(C)C)ccc2O[C@H]1CN(C)C(=O)NC1CCCCC1,1,-1.6
C[C@H](CO)N1C[C@H](C)[C@H](CN(C)C(=O)CN(C)C)Oc2cc(C#Cc3cccnc3)ccc2S1(=O)=O,5,3.0
C[C@@H]1CCCCO[C@H](CN(C)C(=O)Cc2ccccc2)[C@@H](C)CN([C@@H](C)CO)C(=O)c2cc(NC(=O)c3ccncc3)ccc2O1,·,-0.1
Cc1ccc(-c2cnc3c(c2)C(=O)N([C@H](C)CO)C[C@H](C)[C@@H](CN(C)Cc2ccccc2F)O3)cc1,-13&-23,-1.2&-0.2
COc1ccc(S(=O)(=O)N(C)C[C@H]2Oc3ccc(NC(=O)Nc4ccccc4)cc3CC(=O)N([C@H](C)CO)C[C@H]2C)cc1,·,-1.5
C[C@@H]1CN([C@H](C)CO)C(=O)c2cc(NS(=O)(=O)c3cccs3)ccc2O[C@@H](C)CCCCO[C@H]1CN(C)Cc1ccc(C(=O)O)cc1,·,4.4
COc1ccc(NC(=O)Nc2ccc3c(c2)[C@@H]2C[C@H](CC(=O)N4CCOCC4)O[C@H](CO)[C@@H]2O3)cc1,2,0.4
COC(=O)C1=C[C@@H](O)[C@@H](O)[C@H](O[C@@H]2O[C@H](COC(=O)/C=C/c3ccccc3)[C@@H](O)[C@H](O)[C@H]2O)C1,·,-0.1
O=C(C[C@H]1C[C@@H]2c3cc(NC(=O)NC4CCCCC4)ccc3O[C@@H]2[C@H](CO)O1)NCc1ccncc1,5,0.0
Cc1ccnc(SCC(=O)c2cccc([N+](=O)[O-])c2)n1,0,-0.3
O=C(/C=C/c1ccc(OCc2ccccc2)cc1)NO,7,0.1
Cc1noc(C)c1NC(=O)Nc1ccc2c(c1)C(=O)N([C@H](C)CO)C[C@H](C)[C@@H](CN(C)C(=O)Cc1ccccc1)OCCCC[C@@H](C)O2,·,0.0
CC(C)c1ccc2c(c1)C(O)CC1C(C)(CO)CCCC21C (stereo not drawn),·,0.1
CC(=O)N(C)C[C@@H]1Oc2cc(-c3ccncc3)ccc2S(=O)(=O)N([C@@H](C)CO)C[C@H]1C,-26,3.7

# In the list so far, 8 contain a Cl atom.
SMILES,EZH2 inh,IDH1 mut inh
COc1c(Cl)cc(Cl)cc1CNCCNCC(C)O (stereo not drawn),-6,0.2
C=CCSCC1Nc2cc(Cl)c(S(N)(=O)=O)cc2S(=O)(=O)N1 (stereo not drawn),·,0.7
COc1ccc(Cl)cc1NC(=O)C(C)n1nc(C)c([N+](=O)[O-])c1C (stereo not drawn),2,0.3
CNC[C@H]1OCCCC[C@H](C)Oc2ccc(NS(=O)(=O)c3ccc(Cl)cc3)cc2C(=O)N([C@H](C)CO)C[C@@H]1C,-6,·
COc1ccc(S(=O)(=O)N(C)CC(=O)Nc2ccc(C(N)=O)cc2)cc1Cl,-18,0.4
C[C@@H]1CN([C@@H](C)CO)C(=O)Cc2cc(NS(=O)(=O)c3ccc(Cl)cc3)ccc2O[C@@H]1CN(C)Cc1ccccc1,2,-0.3
COc1ccc(NC(=O)Nc2ccc3c(c2)CC(=O)N([C@@H](C)CO)C[C@H](C)[C@H](CN(C)S(=O)(=O)c2ccc(Cl)cc2)O3)cc1,·,0.2
COc1ccccc1C(=O)CSc1nnc(-c2ccccc2Cl)n1-c1ccccc1,17,-0.4
